Bioassay records (PubChem)
CHO-K1 Ca PAM = counter-screen for M1 PAMs: effect in parental CHO-K1 cells; ATP EC20, Fluo-8 calcium fluorescence; 0% at ATP EC20, 100% at ATP max; activation, % at 3 µM; 360,000 compounds, 0.02% hits; AID 602247;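 active means activation above the run cutoff, the mean activation of all test compounds plus 3 SD, cut at about 40% in these data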;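 further: peak over basal fluorescence ratio in a 140 s read after ATP addition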
V1aR counter = V1a receptor agonism, counter-screen for OXTR agonists. P37288. CHO-V1R cells, Fluo-8 calcium fluorescence, agonist mode; 0% DMSO, 100% 3 nM vasopressin. activation, % at 3 µM. 320,000 compounds, 0.25% hits;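 active means activation above the mean activation of all tested compounds plus 3 SD, per screening run, cut at about 20% in these data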;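 further: signal is peak over basal fluorescence ratio across a 100 second FLIPR read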
TAAR1 antag = human TAAR1 antagonism; Q96RJ0; CHO RD-HGA16 TAAR1, Fluo-8 calcium fluorescence, antagonist; inhibition, % at 3 µM; 360,000 compounds, 1.5% hits; AID 624466;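 active means inhibition above a per-plate cutoff, the mean inhibition of test compounds on that plate plus 3 SD, cut at about 49% in these data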;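 further: 0% = DMSO plus EC80 beta-PEA response and 100% = DMSO alone without agonist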
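Assay system: CHO-derived RD-HGA16 cells stably expressing human TAAR1 plus Gα16. Timing: 140 s kinetic read after compound, 140 s after agonist. Technique: kinetic Fluo-8 calcium fluorescence measurement. Measure: % inhibition of agonist calcium response.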
OXTR potentiate = human OXTR potentiation. 320,000 compounds, 0.061% hits. activation, % at 3 µM. P30559. CHO-OTR cells, Fluo-8 calcium fluorescence, potentiator mode; 0% = oxytocin EC15, 100% = EC100;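 active means activation above that plate's cutoff, the mean activation of tested compounds plus 3 SD, cut at about 6.6% in these data, passing the limit was not always enough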;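 further: 100% uses oxytocin at 75 nM as the full agonist control; some results filed as inactive read as strong as hits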
Target sequence (P30559 whole entry, looked up): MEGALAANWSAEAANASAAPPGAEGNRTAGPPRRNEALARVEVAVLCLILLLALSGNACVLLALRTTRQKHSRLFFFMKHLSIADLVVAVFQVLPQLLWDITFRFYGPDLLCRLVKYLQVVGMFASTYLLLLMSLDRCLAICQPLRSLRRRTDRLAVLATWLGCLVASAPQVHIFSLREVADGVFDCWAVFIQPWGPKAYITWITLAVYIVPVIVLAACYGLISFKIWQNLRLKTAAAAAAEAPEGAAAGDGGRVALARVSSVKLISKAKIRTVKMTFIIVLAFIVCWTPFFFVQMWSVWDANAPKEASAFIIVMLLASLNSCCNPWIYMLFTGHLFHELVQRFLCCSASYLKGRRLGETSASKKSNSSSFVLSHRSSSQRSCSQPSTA
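System: human OTR in CHO cells / Also added: sub-maximal oxytocin, roughly EC15 / Control set: EC15 oxytocin low, 75 nM oxytocin high / Schedule: 6 min compound pre-incubation at room temperature, 100 s kinetic read / Compound: single-point 3.0 µM / Replication: singlicate / Technique: Fluo-8 calcium dye fluorescence / Read-out basis: % activation of max/min ratio relative to oxytocin controls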
GPR7 antag = human neuropeptides B/W receptor 1 antagonism | GPR7-expressing cells, fluorescence antagonist assay | inhibition, % at 4.4 µM | 290,000 compounds, 1.1% hits; in the data active means inhibition above about 16%, passing the limit was not always enough;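 further: cells stimulated with the agonist NPW; 0% = agonist with vehicle and 100% = vehicle without agonist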
Target sequence (P48145 whole entry, looked up): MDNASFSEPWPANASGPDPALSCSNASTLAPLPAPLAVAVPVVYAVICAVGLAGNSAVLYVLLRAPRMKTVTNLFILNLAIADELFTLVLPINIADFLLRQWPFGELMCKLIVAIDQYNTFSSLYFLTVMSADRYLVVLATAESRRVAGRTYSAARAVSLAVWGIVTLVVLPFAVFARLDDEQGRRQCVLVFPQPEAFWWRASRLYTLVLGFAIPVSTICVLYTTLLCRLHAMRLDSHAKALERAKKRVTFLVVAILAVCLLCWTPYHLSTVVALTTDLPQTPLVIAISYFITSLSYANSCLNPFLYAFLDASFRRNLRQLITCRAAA
CHO-K1 Ca antag = counter-screen for M1 antagonists: effect in parental CHO-K1 cells; inhibition, % at 3 µM; ATP-induced calcium, Fluo-8 fluorescence; AID 602250; 360,000 compounds, 0.6% hits;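 active means inhibition above a per-plate cutoff, the plate's mean sample inhibition plus 3 SD, cut at about 24% in these data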;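 further: 0% = DMSO plus EC80 ATP and 100% = DMSO alone without ATP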
OXTR ag = activates the human oxytocin receptor; CHO-OTR cells, Fluo-8 calcium fluorescence; normalized: DMSO 0%, oxytocin 100%; activation, % at 3 µM; 320,000 compounds, 0.32% hits; AID 2435;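 active means activation above the mean of all tested compounds plus 3 SD, cutoff set per screening run, cut at about 20% in these data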;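 further: peak over basal fluorescence ratio from a 100 s FLIPR kinetic read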
CHO parental Ca = counter-screen for OX1R antagonists: effect in parental CHO cells. parental CHO-K1, ATP-induced calcium, Fluo-8 fluorescence. inhibition, % at 5.6 µM. 330,000 compounds, 0.63% hits;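 active means inhibition above that plate's mean sample inhibition plus 3 SD, cut at about 26% in these data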;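 further: 0% = ATP-challenged DMSO wells and 100% = DMSO wells without ATP; some compounds past the cut are filed as inactive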
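Material: Parental CHO cells | Reagent: ATP | Compound dosing: Single nominal dose of 5.6 µM per compound | Detection: Intracellular calcium via Fluo-8 no-wash fluorescent dye | Read-out: % inhibition of ATP-induced calcium mobilization | Benchmarks: Low control ATP plus DMSO, high control DMSO only | Replicates: Singlicate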
CHO-K1 Ca ag = counter-screen for M1 agonists: effect in parental CHO-K1 cells. Fluo-8 calcium fluorescence; scaled to maximal ATP response, vehicle zero. activation, % at 3 µM. 360,000 compounds, 0.48% hits. AID 602248; in the data active means activation above about 15%;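 further: untransfected CHO-K1 host cells lacking M1 receptor as counterscreen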
* hit, by the source's call; · = no result given.

The opening two compounds (preview)
SMILES	CHO-K1 Ca PAM	V1aR counter	TAAR1 antag	OXTR potentiate	GPR7 antag	CHO-K1 Ca antag	OXTR ag	CHO parental Ca	CHO-K1 Ca ag
O=C(Nc1ccc(Br)cc1)NC1CCCCCCC1	-1	9.4	25	-15	2	10	4.3	40*	14
N=c1c2c(ncn1CCCO)Oc1ccc3ccccc3c1C2c1ccccc1 (stereo unspecified)	-11	-0.6	-6	2	-3	2	-3.0	-33	0.4

The listing (from the top)
SMILES	CHO-K1 Ca PAM	V1aR counter	TAAR1 antag	OXTR potentiate	GPR7 antag	CHO-K1 Ca antag	OXTR ag	CHO parental Ca	CHO-K1 Ca ag
O=C(Nc1ccc(Br)cc1)NC1CCCCCCC1	-1	9.4	25	-15	2	10	4.3	40*	14
N=c1c2c(ncn1CCCO)Oc1ccc3ccccc3c1C2c1ccccc1 (stereo unspecified)	-11	-0.6	-6	2	-3	2	-3.0	-33	0.4
COc1ccc(C=O)cc1Cn1c(C)cc(C)c(C#N)c1=O	0	-1.4	-7	-5	1	-5	-1.4	9	0.5
CCOC1=C2[C@@H](CN(S(=O)(=O)c3ccc(C)cc3)[C@H]2c2ccccc2F)[C@H]2C(=O)N(c3ccccc3)C(=O)[C@H]2C1	-6	·	2	·	·	6	·	·	0.2
O=S(=O)(NCc1ccccc1)c1cccc2nonc12	11	-0.1	9	-6	7	-8	-1.4	-10	0.9
CN(C(=O)CSc1ncccn1)C1CCS(=O)(=O)C1 (stereo unspecified)	-6	0.2	-10	-9	-1	5	0.9	5	-0.1
O=C(CNC(=O)c1ccco1)N=Nc1c(O)[nH]c2ccc(Br)cc12	-10	1.8	-26	-9	10	11	-0.1	-10	-0.3
Cc1ccc(C)c(NC(=O)c2nnn(Cc3ccccc3C)c2N)c1	7	1.1	12	-2	9	-2	7.7	-5	1.6
COc1ccc(C(c2nnnn2CCc2ccccc2)N2CCN(C3CCCC3)CC2)cc1 (stereo unspecified)	-10	1.3	54*	-4	0	21	0.7	-17	0.1
CCC(CCC(=O)Nc1cccc([N+](=O)[O-])c1)C(=O)O (stereo unspecified)	6	0.6	-2	6	-16	-7	0.7	-1	0.1
CC(C)(C)c1ccc(-n2ncc3c2CCCC3NC(=O)c2ccco2)cc1 (stereo unspecified)	9	·	-27	·	·	-17	·	·	3.9
CNC(=O)c1[nH]cnc1C(=O)N[C@@H](CC(C)C)C(=O)OCc1ccccc1	-14	3.4	24	-17	-19	1	-0.2	4	2.7
O=C(NCCCN1C(=O)c2ccccc2C1=O)OCc1ccccc1	-24	·	-1	·	·	4	·	·	0.1
O=C1CC(=O)N(Cc2cccs2)C(=O)N1	11	0.9	10	-16	-6	-5	0.5	1	1.0
CC(C)(C)OC(=O)NCc1ccc(CNC(=O)c2nc[nH]c2C(=O)NCc2ccc(CNC(=O)OC(C)(C)C)cc2)cc1	-18	1.0	43	-8	·	29*	-0.2	2	-0.9
CCCC(=O)N1CCC1(C)C(=O)Nc1ccc2c(c1)OCCO2 (stereo unspecified)	-11	·	-25	·	·	-4	·	·	-0.1
COc1ccc(N2CCN(C(=O)[C@H](Cc3c[nH]c4ccccc34)NC(C)=O)CC2)cc1	13	1.0	6	-5	-6	-10	0.6	0	0.1
CC(C)c1ccc(-c2nnn(Cc3nc4ccccc4s3)n2)cc1	-7	1.2	5	-2	-5	10	1.5	-2	0.1
O=S(=O)(Nc1nc2ccccc2nc1Cl)c1ccccc1	17	-0.4	-8	-6	-9	-7	-0.8	-7	0.4
CC1CCC(NC(=O)c2cccc(S(=O)(=O)N3CCOCC3)c2)CC1 (stereo unspecified)	10	·	-13	·	·	-6	·	·	1.0
CCN1CCN(CCNC(=O)c2cn(Cc3ccccc3F)nn2)CC1	3	1.9	-17	-8	-11	16	0.4	-4	0.0
C#CCN(C[C@@H]1[C@@H](OC(=O)NCc2ccco2)[C@@H](OC(=O)NCc2ccco2)Cn2c(=O)n(CCCCCC)c(=O)n21)S(=O)(=O)c1ccc(C)cc1	17	·	-7	·	·	-13	·	·	2.3
CSc1nsc(SCC(=O)Nc2ccccc2F)n1	12	0.8	-1	-3	0	-4	-0.1	-2	0.2
COc1cccc(NC(=O)CN(C)C(=O)c2ccccc2OCc2c(C)noc2C)c1	12	-0.2	-15	-12	·	-11	-0.6	-2	1.6

Random excerpt: two records from the list
SMILES	CHO-K1 Ca PAM	V1aR counter	TAAR1 antag	OXTR potentiate	GPR7 antag	CHO-K1 Ca antag	OXTR ag	CHO parental Ca	CHO-K1 Ca ag
O=C(NCCCN1C(=O)c2ccccc2C1=O)OCc1ccccc1	-24	·	-1	·	·	4	·	·	0.1
CC1CCC(NC(=O)c2cccc(S(=O)(=O)N3CCOCC3)c2)CC1 (stereo unspecified)	10	·	-13	·	·	-6	·	·	1.0

(continued)
SMILES	CHO-K1 Ca PAM	V1aR counter	TAAR1 antag	OXTR potentiate	GPR7 antag	CHO-K1 Ca antag	OXTR ag	CHO parental Ca	CHO-K1 Ca ag
Cc1ccc(-c2nnc(SCC(=O)N3CC(C)CC(C)C3)o2)cc1C (stereo unspecified)	5	2.3	-13	3	-7	0	0.1	-14	2.5
COc1cc(-c2nc3cnccn3c2Nc2c(C)cccc2C)ccc1O	9	2.3	1	-1	-5	4	5.1	-5	1.6
CSCCC(NS(=O)(=O)Cc1ccccc1)C(=O)NNc1ccccc1 (stereo unspecified)	3	·	-23	·	·	19	·	·	0.3
O=C(CCN1CCN(c2ccc(Cl)cc2)CC1)Nc1ccccc1F	9	0.5	-4	-3	4	-2	-0.3	5	0.4
COc1ccc(NC(=O)c2c(Nc3ccccc3)sc(C(=O)c3ccc(F)cc3)c2N)cc1	2	6.8	34	-8	0	20	9.1	31*	5.7
CN(C)c1ccc(NC2=C(Cl)C(=O)c3ccccc3C2=O)cc1	-3	-1.9	66*	-13	6	23	-2.7	35*	-1.0
O=C(Nc1cc(S(=O)(=O)N2CCOCC2)ccc1-n1cncn1)c1ccc(Cl)cc1	10	2.9	-1	-6	-14	-10	0.6	-9	2.8
O=C(NCCO[N+](=O)[O-])c1cccnc1	-9	0.6	-1	-2	16	8	0.8	0	-0.5
CSc1ccc(CN(C)CC(=O)NC(=O)NCCC2=CCCCC2)cc1	21	-0.1	28	-7	·	-31	-1.5	-23	0.8
O=C(CSc1n[nH]c(=O)n1C1CC1)Nc1ccccc1	15	0.1	6	-7	-8	6	-0.2	0	0.2
O=C1c2ccccc2S(=O)(=O)N1CC1CC(c2ccc(Cl)cc2)=NO1 (stereo unspecified)	15	3.8	39	-5	-12	-13	-0.2	1	7.0
CC(NC(=O)CN(C)CC(=O)Nc1cccc(F)c1)c1ccccc1 (stereo unspecified)	-14	2.2	-3	-4	·	3	0.9	-16	0.8
Cc1ccc(CNS(=O)(=O)c2c(C)[nH]c(=O)[nH]c2=O)cc1	19	·	1	·	-12	-8	·	·	2.8
O=C(Nc1ccc(S(=O)(=O)N2CCCCC2)cc1)c1ccccc1Cl	21	6.0	7	-15	19	-10	3.0	-3	2.4
O=C(N/N=C/c1cccc(C(F)(F)F)c1)c1cc2c(s1)-c1ccccc1CC2	12	0.9	3	3	-13	-6	0.3	5	-0.2
CC(=O)c1c(O)cc(=O)oc1-c1ccc(C)cc1	9	1.0	-37	6	·	-5	1.0	10	0.4
Cc1cccc(-n2cc[nH]c2=S)c1C	30	0.1	-3	-1	-16	-13	0.0	-10	0.0
CCOC(=O)N1CCC(NC(=O)c2ccc(CS(=O)c3cccc(C)c3)o2)CC1 (stereo unspecified)	4	5.9	-11	-2	-10	-11	0.3	-10	0.4
O=C(c1cccnc1)N1CCN(c2c(Cl)cccc2[N+](=O)[O-])CC1	13	2.1	3	-8	-7	-6	2.2	-14	1.2
COc1ccc(NC(=O)C2(C)Cc3c(-c4cccc(C(N)=O)c4)ccnc3O2)cn1 (stereo unspecified)	11	·	-7	·	·	-4	·	·	1.8
Cc1cc(NS(=O)(=O)c2ccc(NC(=S)NC(=O)c3ccc(Br)cc3)cc2)no1	-5	-0.6	-26	0	-10	3	-2.0	-7	0.0
CCN(CC)C(=O)CSc1nc2c(sc(=S)n2-c2ccccc2)c(=O)n1-c1ccccc1OC	6	·	-11	·	-2	-4	·	·	-1.3
COc1ccc(C(=O)CSc2nnc(CNC(=O)c3ccccc3)n2C)cc1	12	-0.7	-22	-10	-11	-6	-0.9	-4	0.6
Cc1sc2nc(SCc3nc4ccccc4[nH]3)n(Cc3ccco3)c(=O)c2c1C	-9	-0.4	-9	3	-12	11	-1.8	-11	-0.8
O=C(Nc1ccccc1)c1ccc(S(=O)(=O)NCC2CCCO2)cc1 (stereo unspecified)	6	5.9	-27	2	5	0	7.2	0	3.0
Fc1ccccc1-c1csc(=Nc2cccnc2)n1CCCn1ccnc1	18	0.2	11	-12	0	-4	-0.1	-12	2.3
O=C(O)C1CCC(N2C(=O)c3c(Cl)c(Cl)c(Cl)c(Cl)c3C2=O)CC1 (stereo unspecified)	·	0.6	·	-3	-9	·	-0.1	4	·

Sorted by formula weight (ascending): some entries from above
SMILES	CHO-K1 Ca PAM	V1aR counter	TAAR1 antag	OXTR potentiate	GPR7 antag	CHO-K1 Ca antag	OXTR ag	CHO parental Ca	CHO-K1 Ca ag
CCCC(=O)N1CCC1(C)C(=O)Nc1ccc2c(c1)OCCO2 (stereo unspecified)	-11	·	-25	·	·	-4	·	·	-0.1
CCN1CCN(CCNC(=O)c2cn(Cc3ccccc3F)nn2)CC1	3	1.9	-17	-8	-11	16	0.4	-4	0.0
CSCCC(NS(=O)(=O)Cc1ccccc1)C(=O)NNc1ccccc1 (stereo unspecified)	3	·	-23	·	·	19	·	·	0.3
COc1ccc(C(=O)CSc2nnc(CNC(=O)c3ccccc3)n2C)cc1	12	-0.7	-22	-10	-11	-6	-0.9	-4	0.6
COc1ccc(N2CCN(C(=O)[C@H](Cc3c[nH]c4ccccc34)NC(C)=O)CC2)cc1	13	1.0	6	-5	-6	-10	0.6	0	0.1
